Bioassay records from PubChem.
PGK inhibitor: blocks T. brucei phosphoglycerate kinase | P07378 | PGK/GAPDH coupled, Kinase-Glo luminescence, 60 min | Potency, µM (highest dose often 57.5 µM), for the others: top-dose activity change, negative = inhibition, usual class: inhibitors | 0.043% of 380,000 active; also: potency is read from the fitted curve at half-maximal effect; % is scaled to controls: 0 for no effect and ±100 for the full control effect; nearly all actives have a fitted effect of over 60% in size
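Luminescent ATP detection (Kinase-Glo Plus) follows a 60-minute room-temperature incubation, with wells lacking PGK as controls. Buffer: 100 mM TEA (pH 7.6), 5 mM MgCl2, 0.01% Tween-20. Coupling enzyme GAPDH (100 nM final) supplies unstable 1,3-BPG in-well.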
mIDH1 inhibitor: human IDH1 R132H inhibition. Potency, µM (series often up to 76.6 µM), for the others: top-dose activity change, negative = inhibition, actives largely listed as inhibitors. O75874. IDH1-R132H enzyme, NADPH consumption, diaphorase/resazurin fluorescence. 0.093% of 390,000 active. AID 602179; also: potency is read from the fitted curve at half-maximal effect; % is scaled to controls: 0 for no effect and ±100 for the full control effect; nearly all actives have a fitted effect of over 65% in size
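IDH1-R132H (0.5 ug/mL) preincubated 30 min with compound, then NADPH (0.016 mM) and alpha-KG (2 mM) added; 80 min at RT, pH 7.5. Remaining NADPH coupled via diaphorase/resazurin to fluorescence (540/590 nm); concentration-response curves normalized to no-enzyme control.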
HP1b chromo inh: HP1-beta chromodomain-methylated histone interaction inhibition. Potency, µM (doses to about 114 µM), for inactives: at the highest dose activity change, negative = inhibition, usual class: inhibitors. AlphaScreen HP1-beta / biotin-H3K9me3 peptide binding. AID 540317. 0.56% of 390,000 active. P83916; also: potency is read from the fitted curve at half-maximal effect; nearly all actives have a fitted effect of over 70% in size; inactives centre near 23
Target sequence (P83916 whole entry, looked up): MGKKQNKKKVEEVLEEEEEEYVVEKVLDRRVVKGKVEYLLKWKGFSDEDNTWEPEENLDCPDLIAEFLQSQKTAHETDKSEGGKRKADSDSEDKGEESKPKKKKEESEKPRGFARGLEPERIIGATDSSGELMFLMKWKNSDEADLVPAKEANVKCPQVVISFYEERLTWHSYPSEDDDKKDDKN
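Compound inhibition of the preformed complex between 50 nM HP1-beta and 50 nM biotinylated H3K9me3 peptide was read by AlphaScreen. Buffer was PBS pH 7.4 with 0.01% Tween-20. Incubations ran 30 min at room temperature, with 10 ug/mL donor/acceptor beads.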
GLS inh: glutaminase GLS (human) inhibition. O94925. 0.21% of 410,000 active. Potency, µM (top dose mostly 45.5 µM), inactives show at the highest dose activity change, negative = inhibition, actives largely listed as inhibitors. GLS enzymatic activity, qHTS titration; also: potency is read from the fitted curve at half-maximal effect; % is scaled to controls: 0 for no effect and ±100 for the full control effect
Target sequence (O94925 whole entry, looked up): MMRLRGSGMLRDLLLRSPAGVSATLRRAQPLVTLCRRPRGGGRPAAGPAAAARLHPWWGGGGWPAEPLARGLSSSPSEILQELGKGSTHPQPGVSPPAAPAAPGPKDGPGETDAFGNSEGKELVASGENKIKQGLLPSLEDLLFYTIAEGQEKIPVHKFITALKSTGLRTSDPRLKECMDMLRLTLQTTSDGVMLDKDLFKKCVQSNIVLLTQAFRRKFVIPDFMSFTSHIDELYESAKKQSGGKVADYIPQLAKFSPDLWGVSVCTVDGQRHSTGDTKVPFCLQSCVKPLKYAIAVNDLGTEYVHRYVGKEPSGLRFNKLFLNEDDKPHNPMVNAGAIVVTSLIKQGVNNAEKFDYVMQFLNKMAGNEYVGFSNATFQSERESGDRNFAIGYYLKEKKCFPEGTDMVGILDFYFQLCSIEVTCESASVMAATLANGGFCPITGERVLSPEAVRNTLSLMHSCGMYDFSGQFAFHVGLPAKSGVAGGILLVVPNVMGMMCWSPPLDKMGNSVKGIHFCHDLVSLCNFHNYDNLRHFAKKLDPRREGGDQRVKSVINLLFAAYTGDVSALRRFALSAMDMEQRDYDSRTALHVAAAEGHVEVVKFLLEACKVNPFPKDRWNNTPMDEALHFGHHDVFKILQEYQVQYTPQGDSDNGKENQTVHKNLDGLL
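Enzyme dispensed in phosphate buffer (45 mM, pH 8.2, 0.02% Tween-20), compounds pinned in, then 1 mM L-glutamine solution and the glutamate oxidase–HRP–Amplex Red mix added; fluorescence read immediately and again after 30 min at room temperature.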
USP1 inh: blocks the human USP1/UAF1 deubiquitinase complex; O94782; recombinant USP1/UAF1, Ub-Rhodamine cleavage fluorescence; Potency, µM (highest dose often 57.1 µM), without a hit: at the highest dose activity change, negative = inhibition, hits mostly inhibitors; 0.23% of 390,000 active; AID 743255; also: potency is read from the fitted curve at half-maximal effect; % is scaled to controls: 0 for no effect and ±100 for the full control effect; nearly all actives have a fitted effect of over 60% in size; inactives centre near -12
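USP1/UAF1 complex at 1 nM was preincubated with compound for 15 min at room temperature, then Ub-Rho substrate (150nM final) was added. Fluorescence (480/540 nm) was read kinetically, 6 reads every 60 seconds.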
rTrxR1 inhibitor: blocks rat thioredoxin reductase 1; O89049; recombinant rTrxR1, NADPH fluorescence consumption, selenite substrate; Potency, µM (doses to about 114 µM), inactives show at the top dose activity change, negative = inhibition, hits mostly inhibitors; 1% of 390,000 active; AID 588453; also: potency is read from the fitted curve at half-maximal effect; % is scaled to controls: 0 for no effect and ±100 for the full control effect; nearly all actives have a fitted effect of over 65% in size
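Rat TrxR1 (90 nM in the dispensed reagent) was pre-reduced with 400 uM NADPH for 5 min at room temperature, then incubated with compound for 15 min. After 400 uM selenite was added, NADPH fluorescence (Ex 340/Em 450 nm) was followed for 8 min.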
TrxR1 substrate: substrates of rat thioredoxin reductase 1; purified TrxR1 substrate turnover, NADPH consumption readout; 0.01% of 390,000 active; AID 588456; Potency, µM (highest dose often 114 µM), without a hit: at the top dose activity change, negative = substrate turnover; O89049; also: potency is read from the fitted curve at half-maximal effect; % is scaled to controls: 0 for no effect and ±100 for the full control effect; nearly all actives have a fitted effect of over 50% in size
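Rat TrxR1, dispensed at 90 nM, was prereduced with 400 uM NADPH (final) for 5 min at ~22 deg C, then incubated with compound 15 min before 400 uM selenite. A first-read NADPH fluorescence drop versus no-compound background flagged substrates.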
PI4K2A block: PI4K2A (human) kinase inhibition. purified PI4K2A, ADP-Glo luminescence, 1 h; stronger effect = lower value. 0.13% of 420,000 active. activity change, negative = inhibition, % at 76.9 µM. Q9BTU6. AID 1346378; in the data active = activity change below about -50%; inconclusive = mostly about -30% to -49%;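 also: -100% = wells without enzyme as full effect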
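In this quantitative HTS, ADP production by PI4K2A was quantified luminescently after 1 h at ambient temperature; 100 microM adenosine served as plate-quality control.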
Pin1 inhibitor: blocks the human prolyl isomerase Pin1 | AID 504891 | Q13526 | 0.009% of 390,000 active | Potency, µM (highest dose often 115 µM), for inactives: at the top dose activity, negative = inhibition, actives largely listed as inhibitors | Pin1 FP peptide displacement, HiFluor488, 10 min; active = well fitted inhibition curve with a large enough effect in the polarisation, with a control signal flat, not every such curve was filed as active; inconclusive = small, poorly fitted or top-dose-only effect, or effect the other way, or a change in a side signal; inactive = no such curve, though single readings can be large or run the other way; the % refers to the polarisation; also: potency is read from the fitted curve at half-maximal effect; % is scaled to controls: 0 for no effect and ±100 for the full control effect
Target sequence (Q13526 whole entry, looked up): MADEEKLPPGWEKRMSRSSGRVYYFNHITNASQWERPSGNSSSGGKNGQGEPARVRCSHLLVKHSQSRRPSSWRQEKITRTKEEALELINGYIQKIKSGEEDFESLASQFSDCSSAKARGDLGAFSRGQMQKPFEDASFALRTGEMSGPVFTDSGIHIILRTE
An asterisk follows results filed as active; i = inactive; u = inconclusive; & = joins results of further samples; [ ] = remark or other dose. Unless noted, calls follow the shape of the dose curve; as a rule, active = well fitted curve in the direction sought with a large enough effect; inconclusive = small, poorly fitted or top-dose-only effect, or another doubt; inactive = no such curve, though single readings can be large; an effect the other way counts as inactive or inconclusive. These rows are one share of the data (hit frequency here may not be typical).

structure,PGK inhibitor,mIDH1 inhibitor,HP1b chromo inh,GLS inh,USP1 inh,rTrxR1 inhibitor,TrxR1 substrate,PI4K2A block,Pin1 inhibitor
CCOC(=O)c1noc2nc(C)n(CC(=O)Nc3ccccc3F)c(=O)c12,1%,-6%,22%[57 µM],-17%,-23%,1%[57.1 µM],-5%[57.1 µM],-3,-1%
N#Cc1ccc(CN2CCN(C(=O)c3ccccc3)CC2)c(Cl)c1,3%,9%,30%,-1%,-9%,0%[57.1 µM],4%[57.1 µM],-4,-6%
CN(CC(=O)Nc1cccc(F)c1)C(=O)c1ccc(N2C(=O)c3ccccc3C2=O)cc1,i,2%,31%,-4%,-16%,28%,14%,-5,21%
Cc1cccc(Nc2ncnc3onc(-c4cccc(Cl)c4)c23)c1,-6%,-3%,58%[activator],3%,-23%,43%[activator][57.1 µM],17%[57.1 µM],2,-3%
Cc1nc2ccccc2c2nc3ccccc3n12,i,1%,37%,-15%,-13%,20%,31%[activator],-3,-2%
Cc1ccc(NS(=O)(=O)c2ccc(NC(=O)C3CCCO3)cc2)cc1 (configuration not stated),-5%,0%,34%,-2%,-22%,3%[57.1 µM],-10%,-1,-1%
COc1ccc(CC2(CO)CCN(Cc3cnn(-c4ccccc4)c3)CC2)cc1,-4%,4%,-8%,0%,-5%,24%[57.1 µM],5%[57.1 µM],-10,-3%
Cc1csc(/C(C#N)=N/O)n1,7%,5%,31%,0%,-10%,1%[57.1 µM],3%[57.1 µM],4,7%
O=C(N/N=C/c1ccc(F)cc1)c1cc[n+]([O-])cc1,0%,-5%,21%,-4%,-12%,-11%,-16%,2,-5%
COc1ccc(-n2c(-c3ccc(Br)cc3)nc(=S)c3c2CCCC3)cc1,-2%,-4%,36%,-1%,-3%,-12%[57.1 µM],5%[57.1 µM],-4,1%
O=C(Nc1ccccc1F)NC1CCCc2ccccc21 (configuration not stated),3%,-9%,41%[activator],-1%,-26%,5%,-3%,5,u
C/C(=N\NC(=O)c1cnccn1)c1ccc([N+](=O)[O-])cc1,i,9%,14%,0%,-6%,-22%[57.1 µM],-2%[57.1 µM],-1,6%

Ordered by molar mass (smallest number first): some entries from above.
structure,PGK inhibitor,mIDH1 inhibitor,HP1b chromo inh,GLS inh,USP1 inh,rTrxR1 inhibitor,TrxR1 substrate,PI4K2A block,Pin1 inhibitor
Cc1nc2ccccc2c2nc3ccccc3n12,i,1%,37%,-15%,-13%,20%,31%[activator],-3,-2%
C/C(=N\NC(=O)c1cnccn1)c1ccc([N+](=O)[O-])cc1,i,9%,14%,0%,-6%,-22%[57.1 µM],-2%[57.1 µM],-1,6%
Cc1cccc(Nc2ncnc3onc(-c4cccc(Cl)c4)c23)c1,-6%,-3%,58%[activator],3%,-23%,43%[activator][57.1 µM],17%[57.1 µM],2,-3%
N#Cc1ccc(CN2CCN(C(=O)c3ccccc3)CC2)c(Cl)c1,3%,9%,30%,-1%,-9%,0%[57.1 µM],4%[57.1 µM],-4,-6%
COc1ccc(CC2(CO)CCN(Cc3cnn(-c4ccccc4)c3)CC2)cc1,-4%,4%,-8%,0%,-5%,24%[57.1 µM],5%[57.1 µM],-10,-3%

Next section
structure,PGK inhibitor,mIDH1 inhibitor,HP1b chromo inh,GLS inh,USP1 inh,rTrxR1 inhibitor,TrxR1 substrate,PI4K2A block,Pin1 inhibitor
CCc1ccc(S(=O)(=O)n2ccnc2)cc1,-6%,-18%,30%,1%,-14%,0%[57.1 µM],0%[57.1 µM],1,-2%
CCC1CN(C(=O)N2CCC(C(=O)NCCCc3ccccc3)CC2)c2cc(C)ccc2O1 (configuration not stated),-11%,-6%,u,-7%,-26%,28%,9%[11.4 µM],2,28%
Cc1ccc(-c2nc(N3CCCC(C)C3)c3ccccc3n2)cc1 (configuration not stated),i,2%,108%[activator],-14%,-18%,50%[activator],23%,-5,-1%
O=C(C=C1SCCS1)/C=C/c1ccco1,u,11%,u,-21%,-2%,40µM*,-9%,-12,-1%
Cc1cc(F)ccc1S(=O)(=O)Nc1cc2c(C(=O)O)c(C)oc2c2ccccc12,i,-7%,-11%,-30%,-18%,22%,7%,-1,u
COc1ccccc1/C=C/CN1CCN(Cc2ccc(C)o2)C(CCO)C1 (configuration not stated),-7%,-4%,16%,6%,-17%,9%,6%,2,-4%
O=C(CN1CCN(c2ccccn2)CC1)Nc1ccc(Oc2ccccc2)cc1,i,9%,21%,-10%,-27%,4%[57.1 µM],-9%[57.1 µM],1,-4%
CN(C)S(=O)(=O)c1cc(NC(=O)CN2CCN(c3ccccc3O)CC2)ccc1Cl,0%,1%,5%,u,u,10%[57.1 µM],-6%,0,4%
COc1cccc(CNS(=O)(=O)c2ccc3c(c2)CCN3C(=O)C2CCC2)c1,0%,-11%,21%,-5%,-17%,-5%,-10%,0,3%
CN1CCN(C(=O)c2ccc(-c3nn(C)c(=O)c4ccccc34)cc2)CC1,i,4%,39%,3%,-3%,-4%,3%,5,0%
CCOc1ccccc1NC(=O)CCCc1nc2ccccc2c(=O)[nH]1,-4%,22%,-23%,1%,-11%,14%,12%,-3,4%
COc1ccc2ccccc2c1C1CC(=O)N2CN(C)CSC2=C1C#N (configuration not stated),-4%,4%,u,29%,u,u,-9%,-15,u
Cc1ccc(NC(=O)CCC(=O)c2cccs2)cc1F,4%,-4%,0%,1%,-5%,5%,-3%,18,-7%
CCOP(=O)(OCC)C(NC(=O)Nc1ccccc1)c1ccccc1 (configuration not stated),i,2%,40%[activator],-11%,-13%,-8%,-12%,5,-2%
CCOC(=O)Cc1c(C)nc2c(-c3ccccc3)c(-c3ccccc3)[nH]n2c1=O,-11%,6%,23%,1%,-2%,1%,42%[activator],1,23%
CCOc1ccc(N(C(=O)c2snc(C(N)=O)c2N)C(CC)C(=O)NC2CCCC2)cc1 (configuration not stated),9%,0%,67%[activator],1%,-7%,18%,11%,-4,6%
Cc1n[nH]c(=S)n1/N=C/c1ccccc1OCc1ccc(Cl)cc1Cl,4%,3%,42%[activator],1%,4%,9%,3%,1,6%
O=C(N[C@@H](Cc1ccc(O)cc1)C(=O)O)C(c1ccccc1)c1ccccc1,i,0%,2%,24%,-10%,34%,7%,-4,-6%
O=C(O)CSc1nc(-c2ccccc2)cc(=O)[nH]1,-6%,-1%,31%,u,11%,-10%,-3%,0,-4%
COc1cc(OC)c(C2C(C(=O)Nc3ccccc3)=C(C)Nc3ncnn32)cc1OC (configuration not stated),-7%,9%&-4%,49%&29%[activator],28%&11%,-8%&-20%,0%&13%,-7%&4%,-7&-4,-13%
Cc1ccc(S(=O)(=O)N2CCCCC2)cc1C(=O)Nc1ccc(N2CCOCC2)cc1,-1%,3%,13%,28%,-2%,10%,81%[activator],2,-2%
CCn1cc(C(=O)Nc2ccc(OC)c(OC)c2)c2cc(OC)c(OC)cc2c1=O,0%,2%,18%,10%,-18%,-6%,-6%,1,-9%
CC(=O)Nc1nc(SCC(=O)NCC2CCCO2)[nH]c(=O)c1NC(=O)c1cccs1 (configuration not stated),-1%,-8%,31%,3%,-8%,-15%[57.1 µM],-5%[57.1 µM],-3,-3%
Oc1ccc(-c2ccccc2)cc1CN1CCCCCC1,-10%,-11%,51%[activator],33%[activator],-15%,18%,2%,-1,0%
O=C(CN(c1ccc(Br)cc1)S(=O)(=O)c1ccc(Cl)c([N+](=O)[O-])c1)NCC1CCCO1 (configuration not stated),-2%,5%,16%,9%,-14%,u,3%,9,-5%
CCOC(=O)C1CN(S(=O)(=O)c2ccc(C)cc2)c2ccccc2O1 (configuration not stated),4%,17%,113%[activator],14%,1%,3.2µM*,-5%,1,0%
Cc1cccc(-n2c(=S)[nH]c3sc4c(c3c2=O)CCc2ccccc2-4)c1,4%,-5%,7.1µM*,10µM*,-13%,u,-4%[57.1 µM],0,1%
O=C(c1ccc(S(=O)(=O)N2CCCCCC2)cc1)N1CCN(Cc2ccccc2)CC1,-8%,3%,38%[activator],-10%,-23%,-1%,-3%,5,-1%
Nc1nnc(SCC(=O)NC2CCCCCCC2)s1,-1%,1%,4%,10%,-7%,7%[57.1 µM],-1%[57.1 µM],-5,-5%
COc1cc(OC)cc(C(=O)Nc2ccc3nc(N4CCCCC4)cc(C)c3c2)c1,-4%,-12%,6%,2%,-20%,3%,0%,4,1%

An excerpt from above, limited to Pin1 inhibitor and mIDH1 inhibitor:
| mol | Pin1 inhibitor | mIDH1 inhibitor |
| --- | --- | --- |
| CN(CC(=O)Nc1cccc(F)c1)C(=O)c1ccc(N2C(=O)c3ccccc3C2=O)cc1 | 21% | 2% |
| Cc1cccc(Nc2ncnc3onc(-c4cccc(Cl)c4)c23)c1 | -3% | -3% |
